# MBNL1-CUG inh – qHTS Assay for Inhibitors of MBNL1-poly(CUG) RNA binding. Muscleblind-like protein 1 (Homo sapiens), Q9NR56. TR-FRET MBNL1-His/biotin-(CUG)12 binding, 665/545 ratio. Potency, µM (top dose mostly 57.5 µM), for the others: at the top dose activity change, negative = inhibition, hits mostly inhibitors. 0.036% of 280,000 active; active means well fitted inhibition curve with a large enough effect in the signal ratio, with a control signal flat, not every such curve was filed as active; inconclusive means small, poorly fitted or top-dose-only effect, or effect the other way, or a change in a side signal; inactive means no such curve, though single readings can be large or run the other way; the % refers to the signal ratio; further: on the % scale 0 is the no-effect control and ±100 the full control effect
# Target sequence (Q9NR56 whole entry, looked up): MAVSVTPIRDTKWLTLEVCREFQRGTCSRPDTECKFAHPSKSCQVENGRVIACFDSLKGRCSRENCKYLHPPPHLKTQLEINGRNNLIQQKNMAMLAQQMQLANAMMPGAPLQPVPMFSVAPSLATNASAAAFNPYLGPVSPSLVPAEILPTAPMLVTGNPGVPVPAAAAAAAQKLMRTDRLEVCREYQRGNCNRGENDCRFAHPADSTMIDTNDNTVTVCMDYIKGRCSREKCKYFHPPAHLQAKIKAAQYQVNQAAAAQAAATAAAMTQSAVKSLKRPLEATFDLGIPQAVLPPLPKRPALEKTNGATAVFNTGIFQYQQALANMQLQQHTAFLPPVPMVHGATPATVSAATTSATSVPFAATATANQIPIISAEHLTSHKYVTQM
#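 His-tagged MBNL1 binding to biotinylated (CUG)12 RNA was measured by TR-FRET using terbium anti-His antibody (0.055 ng/ul final) and streptavidin-XL665 (5 nM final). Compounds were titrated 92 nM to 58 uM; 60 min at room temperature.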
# RORg inh – qHTS for inhibitors of ROR gamma transcriptional activity; AID 2551, 2010; Potency, µM (series often up to 53.6 µM), for the others: top-dose activity change, negative = inhibition, most hits filed as inhibitors; 5.4% of 310,000 active; Drosophila S2 Gal4-RORgamma UAS-luciferase reporter, 20 h; further: on the % scale 0 is the no-effect control and ±100 the full control effect; nearly all actives have a fitted effect of over 60% in size
#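 Schneider cells (Drosophila), stable Gal4 DBD–ROR gamma + UAS-luc; 1 hr cmpd preincubation; Cu2+ induction 700 uM final; 20 hr ambient; luminescence.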
# uPA surface inh – qHTS for Inhibitors of Cell Surface uPA Generation. cell surface uPA generation assay, qHTS. Potency, µM (titrated, usually from 38.3 µM), for inactives: top-dose activity change, negative = inhibition, actives largely listed as inhibitors. 0.31% of 330,000 active. AID 540303, 2011; active means well fitted inhibition curve with a large enough effect; inconclusive means small, poorly fitted or top-dose-only effect; inactive means no such curve, though single readings can be large or run the other way; tested in mouse RAW 264.7 cells; further: on the % scale 0 is the no-effect control and ±100 the full control effect; nearly all actives have a fitted effect of over 55% in size
# NPC1 prom act – qHTS Assay for NPC1 Promoter Activators; AID 485313, 2010; 2.4% of 320,000 active; Huh7 NPC1 promoter luciferase reporter, 24 h; Potency, µM (top dose mostly 9.22 µM), without a hit: at the highest dose activation, actives largely listed as activators;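 further: % of control where 0% means no effect; nearly all actives have a fitted effect of over 60% in size; reporter is driven by a mutant NPC1 promoter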
#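 Huh7 reporter cells (NPC1 promoter driving luciferase) are dosed with compound for 24 h at 37 °C, 5% CO2; luciferase detection reagent is then added and luminescence measured after 10 min at ambient temperature.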
# Rab9 prom act – qHTS Assay for Rab9 Promoter Activators. 2.8% of 320,000 active. Potency, µM (highest dose often 9.22 µM), inactives show top-dose activation, negative = inhibition, most hits filed as activators. Huh7 Rab9 promoter-luciferase reporter, luminescence, 24 h. AID 485297, 2010; further: % of control where 0% means no effect; nearly all actives have a fitted effect of over 60% in size
#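 Steps: seed 1500 Huh7 Rab9-luc cells per well, rest 2 h at 37 °C; add compound in DMSO; incubate 24 h; add luciferase reagent, 10 min ambient; read luminescence.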
# ELG1 genotox – qHTS screen for small molecules that induce genotoxicity in human embryonic kidney (HEK293T) cells expressing luciferase-tagged ELG1; HEK293T ELG1-luciferase reporter, luminescence, 16 h; Potency, µM (titrated, usually from 46 µM), for the others: at the top dose activity change, positive = activation, usual class: activators; 1.3% of 330,000 active; further: % of control where 0% means no effect; nearly all actives have a fitted effect of over 60% in size
#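 Genotoxic stress is detected as increased luminescence from luciferase-tagged ELG1 in HEK293T cells, measured with ONE-Glo after a 16 hr treatment at 37 °C.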
# BRCA1 expr up – qHTS Assay to Identify Small Molecule Activators of BRCA1 Expression; MCF7-BRCA1-FFLuc reporter, luminescence, 48 h; response scale: scaled: vehicle 0%, 10 µM genistein 100%; Potency, µM (highest dose often 46.1 µM), for the others: at the top dose activation, usual class: activators; 1.1% of 380,000 active; AID 624202, 2012; further: nearly all actives have a fitted effect of over 80% in size; some results filed as inactive show a strong effect at the top dose
#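 MCF7-BRCA1-FFLuc, 2000 cells/well; 2 h attach, 37 °C/5% CO2; compound 48 h; luciferase substrate 15 min; luminescence end-point. Norm. to genistein 10 microM max activation and DMSO; concentration-response curves fitted.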
# FLuc counter – qHTS profiling assay for firefly luciferase inhibitor/activator using purifed enzyme and Km concentrations of substrates (counterscreen for miR-21 project). Luciferin 4-monooxygenase (Photinus pyralis), P08659. purified FLuc, Km substrates, luminescence inhibition. Potency, µM (highest dose often 57.5 µM), for the others: at the top dose activity change, negative = inhibition, hits mostly inhibitors. 6.9% of 360,000 active. AID 588342, 2011;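 further: plate controls were vehicle for no effect and reference inhibitor for full effect; nearly all actives have a fitted effect of over 55% in size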
# Target sequence (P08659 whole entry, looked up): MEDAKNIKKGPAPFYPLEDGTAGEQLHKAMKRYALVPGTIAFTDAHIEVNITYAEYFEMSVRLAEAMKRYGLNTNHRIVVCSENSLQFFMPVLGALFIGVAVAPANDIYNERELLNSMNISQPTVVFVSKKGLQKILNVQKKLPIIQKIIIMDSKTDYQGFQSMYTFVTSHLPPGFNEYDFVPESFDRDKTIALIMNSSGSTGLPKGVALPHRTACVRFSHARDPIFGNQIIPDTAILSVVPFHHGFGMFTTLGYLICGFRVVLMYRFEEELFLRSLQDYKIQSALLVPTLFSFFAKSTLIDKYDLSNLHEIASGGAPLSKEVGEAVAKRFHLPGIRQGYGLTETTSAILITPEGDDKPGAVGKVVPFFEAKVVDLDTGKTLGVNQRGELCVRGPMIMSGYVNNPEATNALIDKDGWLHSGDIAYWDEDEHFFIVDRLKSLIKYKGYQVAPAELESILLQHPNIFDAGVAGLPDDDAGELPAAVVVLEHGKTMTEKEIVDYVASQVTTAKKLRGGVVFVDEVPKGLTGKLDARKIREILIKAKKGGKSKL
#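 Purified P. pyralis luciferase (10nM final) with 10uM D-luciferin and 10uM ATP (Km levels) in 50mM Tris acetate pH 7.5, 10mM Mg acetate, 0.01% Tween-20, 0.05% BSA; qHTS 6-point titration, ~60 µM downward; luminescence read.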
# VP16 counter – VP16 counterscreen qHTS for inhibitors of ROR gamma transcriptional activity; Potency, µM (highest dose often 53.6 µM), for the others: at the highest dose activity, negative = inhibition, hits mostly inhibitors; Drosophila S2 Gal4-VP16 UAS-luciferase, luminescence, 20 h; 3.5% of 310,000 active;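 further: Gal4-VP16 expression switched on by copper sulfate through the metallothionein promoter; on the % scale 0 is the no-effect control and ±100 the full control effect; nearly all actives have a fitted effect of over 50% in size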
# p53 reactivation – qHTS assay for re-activators of p53 using a Luc reporter | H1299 p53-A138V BP100-luciferase reporter, luminescence, 24 h | Potency, µM (top dose mostly 92.2 µM), without a hit: at the top dose activity change, positive = activation, hits mostly activators | AID 504706, 2011 | 0.063% of 320,000 active; further: % of control where 0% means no effect; nearly all actives have a fitted effect of over 45% in size
#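 p53-null H1299 cells stably carrying temperature-sensitive p53-A138V and a BP100-luciferase reporter were pinned with compounds (4-point, 1:5 series) and held 24 hrs at 37 deg C. Luminescence was read 10 min after detection reagent.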
# Starred values were filed as active, the others as inactive; ? = inconclusive; · = not tested or not shown; [ ] = another dose, or the depositor's remark. Unless noted, the call rests on the fitted dose curve; in most records, active means well fitted curve in the direction sought with a large enough effect; inconclusive means small, poorly fitted or top-dose-only effect, or another doubt; inactive means no such curve, though single readings can be large; an effect the other way counts as inactive or inconclusive. Potency means the concentration at half of the fitted maximal effect.
SMILES,MBNL1-CUG inh,RORg inh,uPA surface inh,NPC1 prom act,Rab9 prom act,ELG1 genotox,BRCA1 expr up,FLuc counter,VP16 counter,p53 reactivation
Nc1cc(N2CCCC2)c(Cl)cc1[N+](=O)[O-],?,34%,4%,-2%,4%,2%,-29%,?,?,0%
COc1ccc(Cn2ccnc2)cc1[N+](=O)[O-],?,31%,-1%,-2%,-2%,3%,-10%,0%,-7%,-5%
O=C(CSc1ccc2c(c1)OCCO2)Nc1ccc(Cl)cn1,-10%,6%,0%,3%,5%,0%,13%,-8%,-5%,19%
CC(C)CN1C(=O)C(=O)N(CC(=O)NCc2ccc3c(c2)OCO3)C1=O,12%,-2%,2%,-2%,11%,2%,3%,6%,-10%,-2%
COc1ccc(OC)c(CN2CCN(CC(=O)Nc3ccccc3C(=O)NC3CC3)CC2)c1,·,·,6%,-1%,-6%,-7%,-3%,-2%,·,7%
COc1cc(/C=C/C(=O)OCC(=O)NCc2cccs2)ccc1OC(F)F,24%,5%,1%,-4%,8%,0%,5%,0%,2%,3%
CCCN1Cc2cccc(C(=O)NC(CC(=O)OCC)c3ccc(OC(C)C)cc3)c2C1=O (stereo not given),-1%,33%,-5%,1%,0%,-10%,1%,-18%,0%,3%
COC(=O)c1ccccc1NC(=O)CSc1nnnn1C,-12%,-29%,-3%,-7%,-3%,2%,-18%,-2%,-11%,-2%
Cc1cccc(N2CCN(C(=O)CCCn3c(=O)c4cccn4c4cccnc43)CC2)c1C,4%,6%,-8%,0%,0%,-18%,0%,1%,-3%,13%
CCOc1cc(NC(=S)NCC2CCCO2)c(OCC)cc1NC(=O)c1ccc(C)cc1 (stereo not given),-6%,3.2µM*,13%,1%,9%,-4%,-16%,-4%,4µM*,3%
CCCCN(NC(C)=O)c1nc(Cl)nc(NC(C)C)n1,-4%,-1%,-3%,2%,-17%,-2%,-1%,5%,1%,1%
COc1ccc(N(C(C)C(=O)NC2CCCCCC2)S(C)(=O)=O)cc1 (stereo not given),1%,1%,-8%,-1%,-3%,-3%,17%,5%,8%,10%
CCC(=O)N1CCN(c2ccc(NC(=O)c3ccc4c(c3)OCO4)cc2)CC1,1%,20%,1%,9%,-9%,-4%,1%,-13%,-1%,-8%
Cc1nnc(Cl)c2nn(-c3ccccc3)c(C)c12,?,-5%,-2%,1%,-2%,5%,-1%,-12%,-3%,-1%
Cc1ccccc1NC(=O)CN(C)S(=O)(=O)c1cccc2cccnc12,-19%,-27%,9%,-2%,1%,-5%,0%,8%,17%,-3%
Cc1cccc(C(=O)N2c3ccccc3C(=O)OC2c2ccc3c(c2)OCO3)c1 (stereo not given),-3%,-10%,-1%,17%,4%,6%,?,-11%,0%,12%
Cc1ccc(S(=O)(=O)N(CC(=O)N2CCCCCC2)c2ccccc2F)cc1,0%,29%,-2%,0%,-2%,-7%,5%,2%,-1%,-2%
CCCCC(=O)Nc1ccc(C(=O)NNC(=S)NC(=O)c2ccco2)cc1,-1%,13%,-7%,-4%,-9%,-12%,-18%,?,20%,2%
Cn1c(=O)[nH]c(=O)c2c1nc(N(CCO)Cc1ccccc1)n2Cc1ccccc1Cl,9%,-19%,-6%,-1%,-11%,11%,-8%,1%,7%,-8%
CCOc1ccc(CN(C)C(=O)Cc2c[nH]c3ccccc23)cc1,2%,31%,-10%,-5%,-2%,-6%,27%,-2%,-13%,-5%
O=C(C1CCN(S(=O)(=O)c2ccccc2F)CC1)N1CCCC1,·,·,1%,0%,9%,-3%,6%,0%,·,2%
Nc1nc(F)cc(N2CCCCCC2)n1,-6%,-1%,-6%,2%,-1%,-9%,-3%,-3%,23%,-1%
CCN1CCN(c2ccc(S(=O)(=O)N3CCCCC3)cc2NC(=O)/C=C/c2cc(OC)ccc2OC)CC1,6%,?,-5%,2%,-8%,?,-13%,5%,?,8%
CN(CCOc1ccccc1)CC(=O)Nc1ccc(Br)cc1F,1%,-21%,-3%,-18%,8%,1%,-24%,-1%,-1%,-2%
CCc1nc2sc3c(Cl)ncnc3c2c2c1CCCC2,38%[activator],-19%,3%,-3%,2%,1%,6%,0%,-4%,0%
CCCCCOC(=O)NCC(O)c1ccccc1 (stereo not given),0%,?,3%,2.5µM*,4.5µM*,?,?,13µM*,1%,?
O=C(COc1cc(F)ccc1[N+](=O)[O-])NCC1CCCO1 (stereo not given),·,·,4%,·,·,1%,14%,·,·,1%
CC(=O)Nc1ccc(C2(c3ccc(NC(C)=O)cc3)NC(=O)c3ccccc32)cc1,-6%,-23%,1%,-3%,8%,-1%,-4%,4%,-7%,·
COc1ccc(Cl)cc1NC(=S)Nc1ccccc1C,-7%,11µM*,6%,-1%,-3%,-3%,-2%,0%,?,18%
CCCCCc1c(C)nc(NCc2ccccc2)[nH]c1=O,-6%,0%,7%,5%,2%,-10%,-13%,-1%,2%,13%
CCOc1ccc(NC(=O)CCC(=O)c2ccc(Br)cc2)cc1,13%,1%,-4%,0%,-6%,-4%,1%,0%,6%,·
O=c1[nH]c(CN2CCc3ccccc32)nc2scc(-c3cccs3)c12,22%,2%,2%,2%,-4%,-7%,-80%[inhibitor],-3%,-10%,?
O=C(NCC1CCCO1)c1ccc(NC(=O)C2C3C=CC(C3)C2C(=O)O)cc1 (stereo not given),2%,4%,2%,-1%,-3%,3%,4%,0%,2%,4%
Cc1ccc(CSc2nnc(-c3cccc4ccccc34)o2)cc1,·,·,5%,·,·,3%,-21%,·,·,10%
Cc1ccc2nc(-c3ccccc3)c(NC(=O)c3ccco3)n2c1,3%,-31%,-3%,-2%,-1%,0%,11%,-13%,1%,-12%
O=C(CCCc1c[nH]c2ccccc12)NCc1ccc2c(c1)OCO2,0%,35%,-1%,0%,-4%,-1%,-10%,-12%,-1%,0%
CC(=O)N1CCc2ccc(NC(=O)c3c(-c4c(Cl)cccc4Cl)noc3C)cc21,36%,1%,5%,-4%,-2%,-5%,-13%,2%,-5%,-11%
CC(C)c1nnc(NC(=O)CC23CC4CC(CC(C4)C2)C3)s1,0%,?,0%,-3%,4%,5%,-5%,4%,1%,·
CC(C)OCCCNC(=O)c1ccccc1Oc1ccccc1,2%,30%,·,-1%,1%,-7%,-26%,0%,-3%,-3%
CCCCN(C(=O)C1CCCC1)c1c(N)n(Cc2ccccc2)c(=O)[nH]c1=O,·,·,1%,·,·,2%,-5%,·,·,3%
O=C(Nc1cccc(Cl)c1)O/N=C\c1ccncc1,-13%,-5%,3%,-1%,1%,0%,3%,?,3%,3%
COc1cccc(C2CC(C(F)(F)F)n3ncc(C(=O)NCC4CCCO4)c3N2)c1 (stereo not given),-2%,-16%,12%,0%,4%,2%,-2%,0%,3%,-6%
Cc1cc(C)cc(OCCCCCNCCO)c1,-14%,43%,·,-10%,0%,1%,2%,1%,0%,-23%
COc1ccc([C@@H](NC(=O)OC(C)(C)C)C(=O)OC(C)(C)C)cc1,·,·,6%,-2%,-1%,-1%,-17%,-2%,·,-2%

# Whole records as entered above. Screens in order: MBNL1-CUG inh	RORg inh	uPA surface inh	NPC1 prom act	Rab9 prom act	ELG1 genotox	BRCA1 expr up	FLuc counter	VP16 counter	p53 reactivation
# O=c1[nH]c(CN2CCc3ccccc32)nc2scc(-c3cccs3)c12 across the screens: 22%	2%	2%	2%	-4%	-7%	-80%[inhibitor]	-3%	-10%	?
# Cc1ccc2nc(-c3ccccc3)c(NC(=O)c3ccco3)n2c1 across the screens: 3%	-31%	-3%	-2%	-1%	0%	11%	-13%	1%	-12%
# COc1ccc([C@@H](NC(=O)OC(C)(C)C)C(=O)OC(C)(C)C)cc1 across the screens: ·	·	6%	-2%	-1%	-1%	-17%	-2%	·	-2%
# COc1cccc(C2CC(C(F)(F)F)n3ncc(C(=O)NCC4CCCO4)c3N2)c1 (stereo not given) across the screens: -2%	-16%	12%	0%	4%	2%	-2%	0%	3%	-6%
# O=C(Nc1cccc(Cl)c1)O/N=C\c1ccncc1 across the screens: -13%	-5%	3%	-1%	1%	0%	3%	?	3%	3%

# Marked active in RORg inh (from the list above):
SMILES | MBNL1-CUG inh | RORg inh | uPA surface inh | NPC1 prom act | BRCA1 expr up | p53 reactivation
CCOc1cc(NC(=S)NCC2CCCO2)c(OCC)cc1NC(=O)c1ccc(C)cc1 (stereo not given) | -6% | 3.2µM* | 13% | 1% | -16% | 3%
COc1ccc(Cl)cc1NC(=S)Nc1ccccc1C | -7% | 11µM* | 6% | -1% | -2% | 18%

# Screening results deposited in PubChem by National Center for Advancing Translational Sciences (NCATS).
